# M. tuberculosis HTS: M. tuberculosis growth inhibition, HTS (AID 449762); inhibition, % at 25 µM, or IC50 in µM where a hit was titrated; M. tuberculosis H37Rv growth inhibition, 7H9 media; higher % means a stronger effect; actives 0.59% (n = 330,000); in the data active = a potency from the dose series; inconclusive = inhibition above about 70% without an active follow-up result;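 also: bacterial growth assessed after seven days of incubation; strong numbers were not always called active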
# M. tuberculosis: growth inhibition of non-replicating M. tuberculosis (AID 488890); Mycobacterium tuberculosis non-replicating, growth inhibition; higher % means a stronger effect; inhibition, % at 25 µM, or IC50 in µM where a hit was titrated; actives 0.39% (n = 320,000); in the data active = a potency from the dose series; inconclusive = inhibition mostly from about 82% at the one dose, without a potency; inactive = the rest, 99 in 100 with inhibition below about 76%;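 also: plate controls were DMSO cells for no effect and high antibiotic wells for full effect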
# Salmonella PhoP GFP: Inhibition of PhoP regulon, Salmonella typhi GFP reporter cells, confirmation, 4 h (AID 1850). Salmonella Typhi PhoP-promoter GFP reporter, fluorescence, 4 h; higher % means a stronger effect. inhibition, % at 50 µM; hits with a dose series show IC50 in µM. actives 0.33% (n = 310,000); in the data active = a potency from the dose series; inconclusive = inhibition mostly from about 25% at the one dose, without a potency; inactive = the rest, 99 in 100 with inhibition below about 19%;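 also: 0% = induced wells with vehicle and 100% = uninduced wells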
# influenza NS1A: NS1A inhibition, H1N1 influenza, cell based functional assay (AID 504329); NS1A functional cell-based assay, percent inhibition; higher % means a stronger effect; inhibition, % at 12.5 µM; hits with a dose series show IC50 in µM; actives 0.3% (n = 340,000); in the data active = a potency from the dose series; inconclusive = inhibition above about 27% without an active follow-up result; also: strong numbers were not always called active
# VEEV TC-83 Vero: inhibitors of VEEV TC-83 cytopathic effect, confirmation, Vero cells (AID 588727). inhibition, % at 20 µM; hits with a dose series show IC50 in µM. Vero cells, VEEV TC-83 cytopathic effect inhibition; higher % means a stronger effect. actives 0.13% (n = 350,000); in the data active = a potency from the dose series; inconclusive = inhibition mostly from about 14% at the one dose, without a potency; inactive = the rest, 99 in 100 with inhibition below about 12%; also: strong numbers were not always called active
# Numbers without * were called inactive; i = inactive; u = inconclusive; x = not tested or not shown. Rows were taken by chance, and some 1.4% of all compounds hit somewhere here.
# The opening 2 compounds as a preview:
no. | Compound | influenza NS1A | M. tuberculosis | M. tuberculosis HTS | VEEV TC-83 Vero | Salmonella PhoP GFP
1 | COc1ccccc1CCN1CCCC(CN(C)C(=O)CCC(N)=O)C1 (configuration not stated) | 2% | -14% | -10% | 1.2% | 0%
2 | C=C(C)C(=O)OCC(C)C | -7% | -5% | -8% | i | x

# Results, previewed entries included:
no. | Compound | influenza NS1A | M. tuberculosis | M. tuberculosis HTS | VEEV TC-83 Vero | Salmonella PhoP GFP
1 | COc1ccccc1CCN1CCCC(CN(C)C(=O)CCC(N)=O)C1 (configuration not stated) | 2% | -14% | -10% | 1.2% | 0%
2 | C=C(C)C(=O)OCC(C)C | -7% | -5% | -8% | i | x
3 | C=C(C)C(=O)Nc1nnc(-c2ccccc2C)s1 | 10% | x | x | 5.6% | x
4 | COc1ccccc1NC(=O)Nc1ccncc1 | -10% | 7% | 3% | 0.7% | 3%
5 | O=C(CN1CCC(O)(c2cccc(C(F)(F)F)c2)CC1)NCCc1ccccc1 | -5% | -1% | 39% | i | 2%
6 | COc1cc(OC)c2c(-c3ccccc3)cc(=O)oc2c1C(CCN1CCCC(C)C1)c1ccc2c(c1)OCO2 (configuration not stated) | 18% | u | u | i | -3%
7 | Cc1cc(NC(=O)CSc2nnc3ccc(-c4ccc(F)cc4)nn23)no1 | -3% | -27% | 0% | 0.7% | 2%
8 | N#CCSc1nc2ccccc2c2nc3ccccc3n12 | 2% | -16% | 2% | 8.8% | -2%
9 | Cc1cc(C(F)(F)F)nc(Nc2nc(C)c3ccccc3n2)n1 | -1% | 5% | -6% | 1.1% | -4%
10 | CC1Cc2ccccc2N1S(=O)(=O)c1cnc[nH]1 (configuration not stated) | -1% | -6% | -1% | 3.1% | 0%
11 | Cc1nn(C(CC(=O)O)C(=O)O)c(C)c1Br (configuration not stated) | -1% | -4% | 8% | 1.2% | -6%
12 | CC1(CCCN2C(=O)c3ccccc3C2=O)OCCO1 | x | 0% | 4% | 4.2% | -28%
13 | O=C(Nc1cccc(-c2ccc(N3CCOCC3)nn2)c1)c1ccc(F)cc1F | -6% | -1% | -1% | 6.4% | 2%
14 | CC(=O)C1=C(O)C(=O)N(c2ccc(O)cc2)C1c1ccccc1[N+](=O)[O-] (configuration not stated) | -24% | 41% | -5% | i | 7%
15 | O=C(COC(=O)c1cc(-c2ccccc2)nc2ccccc12)NCC1CCCO1 (configuration not stated) | 5% | 7% | 2% | 1.0% | -2%
16 | C/C=C(/C)C(=O)Nc1cccc(C2=NOC3(C2)C[C@H](C(N)=O)N(C(=O)COc2ccc(Cl)cc2)C3)c1 (some centres not stated) | -7% | 45% | -3% | 0.7% | 16%
17 | Cc1ccc(CNC(=O)C2CCCN(c3nc4ccsc4c(=O)s3)C2)cc1 (configuration not stated) | -12% | 10% | 0% | 0.3% | 6%
18 | CC(C)CCNC(=O)C1CC(=O)N(CCc2ccccc2)C1 (configuration not stated) | -13% | 0% | -2% | 12% | 0%
19 | CN1CCC(N(C)S(=O)(=O)c2ccc(NC(=O)COc3ccc(Br)cc3Cl)cc2)CC1 | 17% | 51% | u | 10% | 4%
20 | Cc1nc(N)sc1C(=O)N/N=C/c1c[nH]c2ccccc12 | 2% | -5% | 13% | 3.2% | 7%
21 | CCOC(=O)c1ccccc1NC(=O)c1cc(S(=O)(=O)N2CCOCC2)ccc1F | -4% | 19% | -3% | 7.2% | 3%
22 | Cc1cccc(OCC(=O)Nc2ccc3c(c2)nc(CN2CCCCC2)n3C)c1 | -5% | -4% | -7% | i | -2%
23 | O=C(Nc1ccccc1Cl)C1CCCN(S(=O)(=O)c2ccc(F)cc2)C1 (configuration not stated) | 3% | 8% | 2% | 0.8% | 0%
24 | CCN(CC)CCNC(=S)Nc1ccc2nc(N3CCOCC3)cc(C)c2c1 | 24% | 0% | 1% | i | 3%
25 | Cc1cc2cc(CN3C(=O)c4ccccc4C3=O)ccc2[nH]1 | -4% | -9% | 3% | 0.8% | -4%
26 | CCOC(=O)C1CCN(C(=O)COc2ccc(S(=O)(=O)N3CCOCC3)cc2C)CC1 | -2% | -16% | -1% | 1.2% | 7%
27 | N#C/C(=C\c1c(F)cccc1Cl)S(=O)(=O)c1ccccn1 | 0% | -6% | 1% | i | 9%
28 | Cc1cc(C)nc(NN=C(c2ccccc2)c2ccccc2)n1 | -1% | 29% | 4% | i | 0%
29 | COc1ccc(C)cc1NC(=O)CCCN1C(=O)C(c2ccccc2)Oc2cccnc21 (configuration not stated) | 2% | 17% | 0% | 8.7% | -14%
30 | COc1ccc(S(=O)(=O)N2CCOCC2)cc1NC(=O)c1ccccc1C | 16% | -5% | 7% | 7.4% | -2%

# A few values from the entries so far:
# Value of cpd 23 under Salmonella PhoP GFP: 0%
# Value of cpd 30 under influenza NS1A: 16%
# Value of cpd 25 under VEEV TC-83 Vero: 0.8%
# Value of cpd 21 under VEEV TC-83 Vero: 7.2%
# Value of cpd 24 under M. tuberculosis: 0%
# Value of cpd 29 under VEEV TC-83 Vero: 8.7%

# Following part
no. | Compound | influenza NS1A | M. tuberculosis | M. tuberculosis HTS | VEEV TC-83 Vero | Salmonella PhoP GFP
31 | Cc1cccc(NC(=S)NC(=O)CCc2ccccc2)c1 | -16% | u | u | i | -14%
32 | COc1cccc(CNC(=O)CCCn2nc(C)c3c(C)n(-c4ccccc4)nc3c2=O)c1 | 0% | 7% | -10% | i | -5%
33 | N=c1c2c(-c3ccccc3)c(-c3ccccc3)n(Cc3ccco3)c2ncn1CCN1CCOCC1 | 3% | 76% | 39% | i | -7%
34 | CCNC(=O)Cc1ccc(Br)cc1 | -4% | 18% | 1% | 0.6% | -1%
35 | CCCOc1ccc(N2C(=O)CC(N(CCOC34CC5CC(CC(C5)C3)C4)C(C)=O)C2=O)cc1 (configuration not stated) | -2% | 22% | 7% | 6.9% | -4%
36 | O=C1NC(=S)S/C1=C1\Sc2ccccc2N1CCCS(=O)(=O)O | 0% | -3% | -4% | i | 24%
37 | CCn1nnnc1SCC(=O)N1CCOCC1 | 3% | -13% | -7% | 0.7% | -9%
38 | O=C(CCc1ccccc1)Nc1nc2ccc(S(=O)(=O)N3CCOCC3)cc2s1 | -2% | -14% | -5% | 1.2% | 2%
39 | COc1ccc(CCC(=O)NNC(=O)c2cccs2)cc1 | -10% | 5% | 2% | 1.7% | x
40 | O=C(O)COc1ccc(-c2nnn(Cc3ccccc3F)n2)cc1 | -2% | 49% | 49% | 1.2% | -2%
41 | O=C1CC(N2CCSCC2)C(=O)N1c1ccc(F)cc1 (configuration not stated) | -21% | -2% | -9% | 0.5% | 8%
42 | O=[N+]([O-])c1ccc(Oc2cccc(F)c2)c2ccncc12 | 9% | 39% | 2% | 3.1% | 9%
43 | COc1ccc(CC2(CO)CCN(Cc3cccc4nccnc34)CC2)cc1 | -8% | 5% | -2% | 1.1% | 4%
44 | Cc1ccc(CNC(=O)CSCc2ccccc2)cc1 | 4% | 27% | 3% | 2.7% | -7%
45 | O=C(NCC1CC1)c1onc(CSc2ccncc2)c1C(=O)NCC1CC1 | -7% | -19% | 3% | i | -1%
46 | O=CN1CCN(C(=O)c2ccc3c(c2)OCO3)CC1 | -5% | -8% | -4% | 0.7% | -6%
47 | O=C(O)C1CCCCN1S(=O)(=O)c1ccccc1 (configuration not stated) | 21% | -26% | -2% | 1.3% | -2%
48 | N#Cc1ccc2ccn(CC(=O)N3CCCc4ccccc43)c2c1 | -7% | 9% | -1% | 0.4% | -5%
49 | Cc1ccc(-c2n[nH]c(=S)n2/N=C/c2c(C)nn(-c3ccccc3)c2C)cc1 | 3% | -7% | -1% | i | -22%
50 | Cc1ncsc1CCOC(=O)c1ccccc1 | -4% | 80% | 4% | 0.7% | -2%
51 | CCOc1ccc(C(=O)N[C@H](C(=O)Nc2ccccc2OC)C(C)C)cc1 | 10% | 30% | -6% | 0.7% | 9%
52 | Cc1[nH]c2ccc(Br)cc2c(=O)c1CN1CCOCC1 | 0% | -6% | -2% | i | 0%
53 | O=c1c(Cl)c(Nc2cccc(Cl)c2)cnn1-c1nc2ccccc2s1 | 1% | -17% | -4% | 8.8% | -7%
54 | COc1cccc(/C=N/NC(=O)c2ccc(N3CCCC3=O)cc2)c1 | -4% | 12% | -1% | i | 7%
55 | CCN(c1ccc(OC)cc1)S(=O)(=O)c1nnc(NC(=O)c2ccc(C)cc2)s1 | -10% | 12% | 1% | 2.4% | 5%
56 | COc1ccc(C(=O)O/N=C(\N)Cc2ccc(Cl)cc2Cl)cc1OC | -4% | 54% | 18% | u | -2%
57 | Nc1ncnc2c1nc(N1CCCCC1)n2[C@@H]1O[C@H](CO)[C@@H](O)[C@H]1O | -12% | 4% | 1% | 0.4% | x
58 | O=S(=O)(c1cccc(-c2nc3n(n2)Cc2ccccc2-3)c1)N1CCCCC1 | 11% | -11% | -5% | 7.0% | -7%
59 | CC(C)(C)NC(=O)Cn1nnc(-c2ccccc2NC(=O)c2cnccn2)n1 | 6% | -1% | -3% | 5.5% | 8%
60 | COc1ccc(C)cc1Nc1nc(-c2c[nH]c3ccccc23)cs1 | 7% | 17% | 3% | 0.7% | -6%

# Entries of single compounds, quoted from the list:
# `O=C(Nc1ccccc1Cl)C1CCCN(S(=O)(=O)c2ccc(F)cc2)C1` (configuration not stated) is entered as influenza NS1A: 3%; M. tuberculosis: 8%; M. tuberculosis HTS: 2%; VEEV TC-83 Vero: 0.8%; Salmonella PhoP GFP: 0%
# `COc1ccc(CCC(=O)NNC(=O)c2cccs2)cc1` is entered as influenza NS1A: -10%; M. tuberculosis: 5%; M. tuberculosis HTS: 2%; VEEV TC-83 Vero: 1.7%; Salmonella PhoP GFP: x
# `CCNC(=O)Cc1ccc(Br)cc1` is entered as influenza NS1A: -4%; M. tuberculosis: 18%; M. tuberculosis HTS: 1%; VEEV TC-83 Vero: 0.6%; Salmonella PhoP GFP: -1%

# The list continues:
no. | Compound | influenza NS1A | M. tuberculosis | M. tuberculosis HTS | VEEV TC-83 Vero | Salmonella PhoP GFP
61 | CCCCSc1ccc(NC(=O)c2cccnc2)cc1 | 4% | 44% | u | i | -5%
62 | CCCCCCCCNS(=O)(=O)CCNC1CC1 | -5% | x | x | i | x
63 | O=C(COc1ncnc2ccccc12)Nc1ccc(S(=O)(=O)N2CCOCC2)cc1 | 3% | -3% | -4% | i | 3%
64 | Cn1nc(C(F)(F)F)cc1-c1ccc(S(N)(=O)=O)s1 | 0% | -10% | 6% | i | -23%
65 | CCOC(=O)C1CCN(C(=O)CN(C)S(=O)(=O)c2cc(C)ccc2OC)CC1 | -7% | -9% | -8% | 0.3% | -1%
66 | CC(C)(C)S(=O)(=O)c1cnc(N2CCOCC2)nc1N | -18% | 6% | 3% | 1.0% | 0%
67 | COc1ccc(NC(=O)c2ccco2)cc1NC(=O)c1ccccc1F | 7% | -12% | -3% | 1.3% | -9%
68 | CCOc1ccc2c(C)c(Cl)c(=O)oc2c1 | -14% | -11% | -3% | 4.0% | 6%
69 | COC(=O)[C@@]12CCCCN1[C@H](c1ccc(-c3ccc4c(c3)OCO4)cc1)[C@H]1C(=O)N(C)C(=O)[C@H]12 | -1% | -3% | -5% | 5.0% | x
70 | CCOC(=O)CCNC(=O)N1CCCC(N2CCN(c3ccc(OC)cc3)CC2)C1 (configuration not stated) | -22% | -16% | 7% | 0.1% | -5%
71 | COc1ccc(-n2nc3ccc(N)cc3n2)cc1Cl | -2% | 19% | 11% | 2.5% | 0%
72 | CCN(CC)CCNC(=O)Cn1cnc2sc(C)c(S(=O)(=O)N3CCC(C)CC3)c2c1=O | -14% | -7% | -4% | i | 1%
73 | CCn1nc(C)cc1C(=O)N(C)C1CCCN(Cc2ccccc2F)C1 (configuration not stated) | -11% | -9% | 2% | 2.4% | 2%
74 | CC(=O)Nc1cccc(S(=O)(=O)N2CCCCCC2)c1 | -5% | -12% | -8% | 0.3% | 7%
75 | CCCn1c(SCC(=O)OCC)nc(C(F)(F)F)cc1=O | 8% | -6% | 11% | 0.9% | -11%
76 | O=C(c1ccco1)[C@@H]1[C@@H]2C(=O)N(c3ccc(F)cc3)C(=O)[C@@H]2C2c3ccccc3C=CN21 (some centres not stated) | x | 28% | 6% | x | 0%
77 | CC(C)CN(C(=O)c1ccc([N+](=O)[O-])s1)c1c(N)n(Cc2ccccc2)c(=O)[nH]c1=O | -6% | 29% | -2% | 10% | -2%

# Source: PubChem BioAssay
